Assay outcomes deposited in PubChem by The Scripps Research Institute Molecular Screening Center.
MITF primary = blocks human microphthalmia-associated transcription factor. AlphaScreen MITF homodimerization, bead proximity signal. AID 1259374. 650,000 compounds, 0.91% hits. inhibition, % at 2.6 µM; in the data active = inhibition above about 50%;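 also: 0% = vehicle wells with protein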
Target sequence (O75030 whole entry, looked up): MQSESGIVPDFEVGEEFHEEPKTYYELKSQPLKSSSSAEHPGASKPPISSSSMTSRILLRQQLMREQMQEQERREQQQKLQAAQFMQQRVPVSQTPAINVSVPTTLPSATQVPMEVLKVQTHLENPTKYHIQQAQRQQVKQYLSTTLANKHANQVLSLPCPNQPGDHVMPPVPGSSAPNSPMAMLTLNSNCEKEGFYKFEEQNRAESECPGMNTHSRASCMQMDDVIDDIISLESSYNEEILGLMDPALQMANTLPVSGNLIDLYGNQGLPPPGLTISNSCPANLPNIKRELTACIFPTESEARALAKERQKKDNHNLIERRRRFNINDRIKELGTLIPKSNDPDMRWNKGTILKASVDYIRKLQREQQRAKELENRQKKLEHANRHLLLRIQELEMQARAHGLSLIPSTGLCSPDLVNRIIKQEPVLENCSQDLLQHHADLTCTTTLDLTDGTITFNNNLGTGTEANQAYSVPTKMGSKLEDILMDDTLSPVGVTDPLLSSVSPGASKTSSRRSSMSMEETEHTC
FBW7 activator = activators of human E3 ligase FBW7; normalized activity (activation), % at 26.1 µM; Q969H0; 650,000 compounds, 0.13% hits; AID 1259310; AlphaScreen FBW7–phospho-cyclin E peptide binding, activator screen; in the data active = normalized activity above about 1.9%;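 also: purified mutant Fbw7 with reduced substrate affinity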
GPR151 ag = activates the human receptor GPR151; PathHunter beta-arrestin GPR151 cells, luminescence; activation, % at 11.2 µM; 650,000 compounds, 1% hits; AID 1508602; in the data active = activation above about 4.9%;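 also: 0% = median of compound wells and 100% = cells with positive control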
Target sequence (Q8TDV0 whole entry, looked up): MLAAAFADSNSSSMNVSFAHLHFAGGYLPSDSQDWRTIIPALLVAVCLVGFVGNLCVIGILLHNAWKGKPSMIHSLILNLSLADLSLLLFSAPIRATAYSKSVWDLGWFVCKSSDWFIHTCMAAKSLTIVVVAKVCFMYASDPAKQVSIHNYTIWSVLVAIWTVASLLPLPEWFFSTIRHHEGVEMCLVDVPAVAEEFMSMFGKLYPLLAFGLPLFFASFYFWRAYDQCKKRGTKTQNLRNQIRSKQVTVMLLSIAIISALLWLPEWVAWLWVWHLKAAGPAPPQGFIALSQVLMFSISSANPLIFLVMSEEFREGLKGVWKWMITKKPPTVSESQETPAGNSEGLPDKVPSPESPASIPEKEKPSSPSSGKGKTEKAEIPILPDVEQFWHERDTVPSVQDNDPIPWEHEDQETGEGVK
TEAD-YAP inh = TEAD-YAP interaction inhibition; HEK-TIYL cells, TEAD-Gal4/YAP UAS-luciferase luminescence; inhibition, % at 9.12 µM; 640,000 compounds, 1.4% hits; AID 1259422; in the data active = inhibition above about 32%;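 also: 0% = median of test compound wells and 100% = reference inhibitor wells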
* = called active by the depositor. Rows are unselected; 3.5% or so of the library scored in one or more.

SMILES	MITF primary	FBW7 activator	GPR151 ag	TEAD-YAP inh
O=C(CN1C(=O)C2CCCCC2C1=O)N1CCN(C(c2ccccc2)c2ccccc2)CC1 (configuration not stated)	-3.6	-0.2	2.3	-5.7
O=C(Nc1cc(F)cc(F)c1)c1ccc(N2CCC3(CC2)OCCO3)c([N+](=O)[O-])c1	14.9	0.2	-2.0	-6.7
Cc1ccc(C)n1-c1ccc(NC2CCCC2)c([N+](=O)[O-])c1	18.4	-0.2	0.0	-2.0
N/C(=N\OC(=O)c1ccccc1Cl)c1cccc([N+](=O)[O-])c1	1.2	-0.3	0.6	-16.9
COc1cccc(S(=O)(=O)Nc2ccc(C(C)(C)C)cc2)c1	14.0	0.2	-1.4	-4.7
Cc1ccc2c(c1)N(CC(=O)Nc1ccccc1F)C(=O)CO2	4.7	-0.1	-0.5	4.0
CC(Nc1ccc(Br)cn1)c1cc(Cl)ccc1O (configuration not stated)	4.1	-0.1	0.1	-0.2
CCOC(=O)c1cnc2ccc(OCC)cc2c1NCc1ccccc1	-1.3	0.6	0.5	8.9
COc1ccc(CCNc2nc(N3CCN(Cc4ccc5c(c4)OCO5)CC3)nc3c2ncn3-c2ccsc2)cc1	3.4	0.0	-3.2	2.9
c1ccc(Nc2nc(Nc3ccncn3)nc3c2ncn3-c2ccsc2)cc1	0.7	0.1	3.0	-60.7
NC(=O)c1ccc(Nc2ncnc3nc[nH]c23)cc1	-6.5	-0.1	-1.2	-5.2
CC(Oc1ccccc1)C(=O)N1CCN(c2ccccc2)CC1 (configuration not stated)	16.7	0.6	-1.7	1.9
CC(C)(C)c1ccc(C(=O)N2CC(C(=O)O)C2)cc1	-8.5	-0.1	-0.4	-5.3
C/C(=N\NC(=O)Cc1nc2sc(C)c(C)c2c(=O)[nH]1)c1ccncc1	11.1	0.2	-0.1	3.3
CCN(CCNc1ccc([N+](=O)[O-])cc1)S(=O)(=O)c1ccc2ccccc2c1	12.8	0.2	0.6	2.9
COc1ccccc1CNC(=O)c1sc2ncn(CC(=O)N3CCCCC3)c(=O)c2c1C	14.6	0.3	-1.5	0.0
O=C(CSc1nc2[nH]ncc2c(=O)n1-c1ccc(Cl)cc1)Nc1ccc(Cl)cc1	16.6	0.1	-0.1	14.2
Cc1cc(C)c(S(=O)(=O)NC(N)=NCCc2c[nH]c3ccccc23)cc1C	-6.2	-0.1	-0.5	5.7
Cc1ccc(-n2c(=O)c3sccc3n(CC(=O)NC3CCCC3)c2=O)cc1	-2.4	-0.1	0.3	3.6
CC(C)Cn1c2c(=O)n(C)c(=O)n(C)c2n2c(-c3ccc(Cl)cc3)nnc12	6.2	0.3	0.9	1.1

The last five entries of the part before come first, to join the parts:
SMILES	MITF primary	FBW7 activator	GPR151 ag	TEAD-YAP inh
COc1ccccc1CNC(=O)c1sc2ncn(CC(=O)N3CCCCC3)c(=O)c2c1C	14.6	0.3	-1.5	0.0
O=C(CSc1nc2[nH]ncc2c(=O)n1-c1ccc(Cl)cc1)Nc1ccc(Cl)cc1	16.6	0.1	-0.1	14.2
Cc1cc(C)c(S(=O)(=O)NC(N)=NCCc2c[nH]c3ccccc23)cc1C	-6.2	-0.1	-0.5	5.7
Cc1ccc(-n2c(=O)c3sccc3n(CC(=O)NC3CCCC3)c2=O)cc1	-2.4	-0.1	0.3	3.6
CC(C)Cn1c2c(=O)n(C)c(=O)n(C)c2n2c(-c3ccc(Cl)cc3)nnc12	6.2	0.3	0.9	1.1
COc1ccc(CCNc2cc(NCCN3CCOCC3)nc(N)n2)cc1	-2.0	0.0	-1.6	11.2
COc1ccc(NC(=O)CSCc2ccc(C)cc2)cc1	-4.0	-0.1	3.1	-8.2
Cc1ccc2oc(=O)c3cnn(CC(=O)N(C)c4cccc(Cl)c4)c3c2c1	14.9	-0.3	1.8	1.1
O=C(CN(c1ccccc1F)S(=O)(=O)c1ccccc1)NC1CC2CCC1C2 (configuration not stated)	2.1	0.7	-2.5	-2.8
O=C(O)c1cc(-c2ccc(F)cc2)nc2ccc(Br)cc12	-12.0	-0.1	0.8	-12.7
CCc1ccc(-n2nnnc2SCC(=O)NNC(=O)c2ccco2)cc1	4.4	-0.1	0.8	5.4
CCn1c(SCC(=O)Nc2cccc(C(=O)O)c2)nnc1-c1ccc(OC)cc1	9.8	1.3	-1.6	2.1
CCOc1ccc(N2C(=O)CSC2=S)cc1	0.7	0.0	0.7	4.8
CC(=O)Nn1c(C)nnc1C	-1.8	0.1	2.5	4.0
Cn1c(NC(=O)c2ccc(Cl)cc2)cc(=O)n(C)c1=O	7.5	-0.1	0.4	0.4
COc1ccc2[nH]c(CN3CCN(C4CCCC4)C(CCO)C3)c(C)c2c1 (configuration not stated)	-0.8	-0.1	-2.6	-9.8
Cc1ccc(C2CC(=O)Nc3c2cc(Br)c2ccccc32)s1 (configuration not stated)	6.3	0.0	0.4	6.8
Cc1cccc(NC(=O)c2sc3nc4c(c(-c5ccc(C)o5)c3c2N)CCCC4)c1	11.3	0.1	0.0	-11.6
O=P(O)(O)c1ccccc1NCCNc1ccccc1P(=O)(O)O	-2.5	-0.2	-1.7	1.2
CCCOC(=O)C1=C(C)NC2=C(C(=O)CC(c3ccc(Cl)cc3)C2)C1c1ccc(O)c(OC)c1 (configuration not stated)	18.1	0.2	-1.1	-3.6
COCCNC(=O)c1cnc(N2CCN(c3ccccc3OC)CC2)c2ccccc12	12.1	0.1	-1.5	8.8
Cc1onc(-c2ccccc2Cl)c1C(=O)Nc1cc([N+](=O)[O-])ccc1F	7.7	0.1	2.6	2.1
COc1ccc(-c2cc(=O)c3ccccc3s2)cc1	10.6	0.0	-3.6	-19.6
COc1ccccc1C(=O)Nc1cc([N+](=O)[O-])ccc1N1CCN(C)CC1	-0.8	-0.1	0.3	3.0
O=C(CNC(=O)c1ccco1)N/N=C/c1ccc(O)c(O)c1	13.8	0.1	-0.5	3.5
CCOC(=O)N1CCN(C(=O)C2CC(c3cc(OC)ccc3OC)=NO2)CC1 (configuration not stated)	12.6	0.0	0.2	2.1
COc1ccc(CC2(CO)CCN(S(=O)(=O)c3cc(C)ccc3C)CC2)cc1	-5.3	-0.1	2.8	1.6
COC(=O)/C(=C1\Oc2c(c(=O)oc3ccccc23)S1)C(F)(F)F	-10.0	0.0	-1.5	1.7
CCOC(=O)Oc1ccc2c(=O)c(Oc3ccc(CC)cc3)coc2c1	13.2	0.0	-0.7	-13.2
O=C(OCc1ccccc1)[C@@H]1CC(O)CN1C(=O)C12CC3CC(CC(C3)C1)C2 (some centres not stated)	6.7	-0.1	0.0	0.6
O=C1CCN(C(=O)c2ccc(-c3nc4ccccc4s3)s2)CC1	12.7	0.4	-10.9	98.9*
Cc1noc(C)c1C(=O)OCC(=O)NC(=O)NC1CCCC1	5.0	0.0	-3.7	3.3
O=C(NCc1cccc(C(F)(F)F)c1)c1ccc2nc(-c3ccccc3)sc2c1	5.5	0.0	1.4	5.7
CCOC(=O)C1=C(C)NC(=O)NC1c1cc(OC)c(O)c([N+](=O)[O-])c1 (configuration not stated)	-7.8	-0.1	2.5	4.7
Cc1cc([N+](=O)[O-])ccc1-c1ccc(C(=O)NC(C)(C)C)o1	16.9	0.1	7.7*	-6.2
COc1cccc(/C=C2\SC(NC(C)=O)=NC2=O)c1OC	-6.5	-0.1	-0.4	1.8
Cc1ccc(NC(=O)c2nn3c(C(F)(F)F)cc(-c4ccco4)nc3c2Cl)cc1C	-4.2	0.3	0.1	-19.8
NC(=O)CCC(=O)Nc1cc(Cl)ccc1Cl	-4.9	-0.6	-0.1	0.1
COc1cccc(C2=NOC(C(=O)NC(C)(C)C)C2)c1 (configuration not stated)	2.3	0.0	2.3	-10.4
CCOC(=O)c1c(C)[nH]c(C)c1C(=O)COC(=O)c1ccc(O)cc1	8.0	0.1	-0.6	-0.8
COc1ccc(-c2nn(-c3ccccc3)cc2/C=C/C(=O)N(C)C)cc1[N+](=O)[O-]	-2.4	-0.1	0.6	-4.6
COc1cc(OC)c(NC(=O)CCCC2=NS(=O)(=O)c3ccccc3N2)cc1Cl	5.9	-0.1	0.0	16.4
Cc1nn(S(=O)(=O)N2CCOCC2)c(C)c1C	-3.9	-0.1	-0.4	-2.8
CC1CC(C)CN(c2ncnc3c2c(-c2ccccc2)cn3-c2ccccc2)C1 (configuration not stated)	7.0	-0.2	-2.2	-9.6
COCCn1c(SC)nnc1-c1cccc(OC)c1	8.9	0.1	-1.2	-6.3
CC(=O)c1cccc(NCN2C(=O)c3ccccc3C2=O)c1	-2.8	0.0	0.2	1.1
COc1cc(Nc2nc3ccc(C(=O)NCCCN4CCCC4=O)cc3s2)cc(OC)c1OC	-10.2	0.1	1.7	-19.6
COc1ccc(-c2nn(-c3ccccc3)cc2C(=O)Nc2nccs2)cc1	-7.4	0.0	-0.7	7.4
CC(C)N(C(=O)CSc1nnc(-c2ccccc2)o1)c1ccccc1	15.1	0.0	-0.1	-9.0
Cc1ccc(S(=O)(=O)N(CC(=O)N2CCCCC2)Cc2ccccc2F)cc1	3.1	-0.1	0.0	8.8
Cc1ccc(NC(=O)C2C3NC(=S)N(c4ccccc4)C2(C)Oc2ccc(Br)cc23)c(C)c1 (configuration not stated)	20.4	-0.2	-0.6	6.7
O=C1CSC(=O)N1CC(=O)N1CCc2c([nH]c3ccccc23)C1c1ccccc1F (configuration not stated)	4.5	-0.2	1.2	-1.4
CCCN1CNC(=S)N(c2ccc(C(=O)OCC)cc2)C1	17.4	0.1	0.3	11.2
C=CCn1c(COc2ccc(F)cc2)n[nH]c1=S	-7.3	0.1	0.2	-1.9
CCOC(=O)C1=C(N)N2C(=O)C(C)SC2=C(C(=O)OC)C1c1ccccc1F (configuration not stated)	2.7	0.0	1.8	18.6
Cc1occc1C(=O)Nc1nc2ccc([N+](=O)[O-])cc2s1	14.1	-0.3	-6.1	-16.9
CC(=O)c1cccc(S(=O)(=O)N2CCCc3ccccc32)c1	14.4	0.5	-1.6	-7.5
Cc1ccc(-n2c(SCC(=O)N3CCCC3)nc3c(sc(=S)n3-c3ccc(C)c(C)c3)c2=O)cc1	4.1	-0.1	0.7	2.4
CCOC(=O)c1cccc(NC(=O)CN2C(=O)CC(C)(C)Sc3ccccc32)c1	-3.3	0.0	-0.4	-7.7
COC(=O)c1ccc(NC(=O)Cn2cnc3c(cnn3C(C)(C)C)c2=O)cc1	-10.4	0.3	-0.2	14.2
CCCNc1ccnc(-c2ccc(C(=O)N3CCN(C)CC3)cc2)n1	-4.3	-0.1	2.6	-29.4
COc1cc(CN2CCc3nnc(C(C)NC(=O)c4ccoc4C)n3CC2)cc(OC)c1 (configuration not stated)	-20.1	-0.2	1.5	6.2
COc1ccccc1CN1CCNC(=O)C1CC(=O)NCCc1ccc(F)cc1 (configuration not stated)	-20.8	0.1	0.9	4.8
Cc1cc(C(=O)CC#N)c(C)n1-c1ccc(Cl)cc1	17.8	-0.2	-0.4	2.4
Cn1c(=O)cc2c3c(c(Br)ccc31)C(=O)c1ccccc1-2	-0.5	0.1	2.7	-3.4

3 compounds from above, sorted by SMILES length, ascending:
SMILES	MITF primary	FBW7 activator	GPR151 ag	TEAD-YAP inh
CC(=O)c1cccc(NCN2C(=O)c3ccccc3C2=O)c1	-2.8	0.0	0.2	1.1
Cc1ccc(S(=O)(=O)N(CC(=O)N2CCCCC2)Cc2ccccc2F)cc1	3.1	-0.1	0.0	8.8
COc1cc(Nc2nc3ccc(C(=O)NCCCN4CCCC4=O)cc3s2)cc(OC)c1OC	-10.2	0.1	1.7	-19.6

Other results follow:
SMILES	MITF primary	FBW7 activator	GPR151 ag	TEAD-YAP inh
COc1ccccc1N/C=C(\C#N)c1nc(-c2cccc([N+](=O)[O-])c2)cs1	21.0	0.1	-1.4	-11.5
O=C(c1ccc(N2CCN(C(=O)c3ccc(F)cc3)CC2)cc1)c1cccc(F)c1	-19.6	0.1	0.6	-2.3
CC(=O)n1ccc2ccccc21	-7.6	0.0	1.0	-7.6
c1csc(-c2nc(NCCN3CCOCC3)c3[nH]cnc3n2)c1	5.2	0.7	0.4	16.1
COc1cccc(-c2cn3c4c(=O)n(C)c(=O)n(C)c4nc3n2CCO)c1	48.7	-0.2	0.7	3.8
COc1ccc(OCCNC(=O)c2ccc(-c3ccc(OC)cc3)nc2N(C)C(C)=O)cc1	16.8	0.1	0.1	-3.6
Cc1ccc(-c2nn(CC(=O)Nc3ccc(OC(F)(F)F)cc3)c(=O)c3ccccc23)cc1S(=O)(=O)N(C)C	-5.0	0.1	-1.8	10.6
CC(=O)Nc1cccc(NC(=O)CSc2nnc(C)c(=O)n2N)c1	2.2	-0.1	-2.3	-3.5
O=C(c1cccc(OC2CCN(C3CCSCC3)CC2)c1)N1CCCC1	0.1	0.0	3.1	-12.3
Cc1ccc(-c2nnn3c2nc(NC(C)C)c2ccccc23)cc1	7.9	0.0	0.2	-12.1
Cc1ccccc1C(NC(=O)C1CCN(C(=O)NC(C)C)CC1)c1ncccc1C (configuration not stated)	1.0	0.1	-0.9	0.5
CN1CCN(CCOc2ccc(C#N)cc2)CC1	-1.4	0.1	0.0	-4.0
CCCS(=O)(=O)Nc1ccc2c(c1)CCCN2S(=O)(=O)CC	-5.8	-0.1	2.6	-6.2
COc1cccc(CNc2nc(C)c(-c3ccn(CC4CCCN(C)C4)n3)s2)c1 (configuration not stated)	-0.3	0.2	-0.7	-5.4
CCOCC(=O)Nc1c(C(=O)Nc2ccc3c(c2)OCCO3)oc2ccccc12	1.1	-0.2	-1.3	-42.1
CCN(N)C(=S)Nc1ccc(F)cc1	8.1	0.2	2.0	-11.8
Cc1ccc(NCC(=O)N/N=C/c2ccccc2O)cc1	0.9	-0.1	0.0	5.3
CCOC(=O)C1(CC2CC2)CCN(Cc2cn(CC(N)=O)c3ccccc23)CC1	-4.6	-0.1	1.4	-2.8
